ADAM10 inh: ADAM10 inhibition, QFRET primary screen; 0.62% of 370,000 active; AID 720582; recombinant ADAM10, EDANS/DABCYL FRET peptide cleavage, 3 h; O14672; inhibition, % at 7 µM;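 active = inhibition above a per-campaign cutoff equal to the mean of compounds falling between control-based bounds plus 3 SD, cut at about 20% in these data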;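 also: 0% = DMSO wells while the 100% control is not disclosed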
DAX1 inh-1: NR0B1 (DAX1) inhibition; P51843; HEK293 Gal4-DAX1 luciferase reporter, luminescence; inhibition, % at 6.75 µM; 0.99% of 340,000 active; AID 504766;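 active = inhibition above the mean over all tested compounds plus 3 SD, cut at about 4.2% in these data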;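 also: 0% = DAX1-transfected cells with DMSO and 100% = empty-vector control cells with DMSO; inhibition shows as a rise in luminescence from relieved DAX1 repression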
Target sequence (P51843 207-470 limits assumed): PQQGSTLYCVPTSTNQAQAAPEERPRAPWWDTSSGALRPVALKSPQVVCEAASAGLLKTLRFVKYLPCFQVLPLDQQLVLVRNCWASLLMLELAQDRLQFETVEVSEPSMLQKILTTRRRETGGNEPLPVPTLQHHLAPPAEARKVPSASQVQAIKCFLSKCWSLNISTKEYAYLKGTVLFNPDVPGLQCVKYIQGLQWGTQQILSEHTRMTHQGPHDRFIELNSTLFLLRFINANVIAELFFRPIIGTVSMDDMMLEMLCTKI
SMARCA2 activ: increases SMARCA2 function in MMTV reporter cells; activation, % at 9.1 µM; MG213 cells, MMTV-luciferase reporter, dexamethasone, overnight; 1% of 370,000 active; in the data active = activation above about 7.8%;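 also: 0% = vehicle wells and 100% = reference activator wells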
hcDAF12 agonist: activators of H. contortus DAF-12 nuclear receptor; HEK293 hcDAF-12 lit1-tk-luc reporter, luminescence; 0% DMSO, 100% Δ7-dafachronic acid; activation, % at 6.8 µM; 1.4% of 370,000 active;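 active = activation above the mean of all tested compounds plus 3 SD, cut at about 5.5% in these data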;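 also: 100% = response to 3 µM Δ7-dafachronic acid high control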
DAX1 inh-2: DAX1 (NR0B1) inhibition, primary screen; HEK293T StAR-luciferase reporter, SF-1/DAX-1 repression relief; inhibition, % at 6.8 µM; 1.1% of 370,000 active; AID 652010;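 active = inhibition above the mean over all tested compounds plus 3 SD, cut at about 3.6% in these data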;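 also: 0% = DAX-1 cells with DMSO and 100% = cells lacking DAX-1 with DMSO; higher inhibition means more luminescence from relief of DAX-1 repression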
hgDAF-12 ag: hgDAF-12 agonism, primary luciferase screen; 1.8% of 370,000 active; HEK293 GAL4-hgDAF12 UAS-luciferase reporter, agonist luminescence; normalized to butyrate control; AID 687014; activation, % at 6.8 µM;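 active = activation above a cutoff set at the mean of all screened compounds plus 3 SD, cut at about 10% in these data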;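 also: 0% = DMSO wells and 100% = sodium butyrate wells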
ssDAF-12 act: activates DAF-12 receptor from parasite S. stercoralis. HEK293 ssDAF-12/GRIP1 lit1-tk-luc reporter, luminescence; % of 3 µM dafachronic acid response. activation, % at 6.8 µM. 1% of 370,000 active;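 active = activation above the mean over all tested compounds plus 3 SD, cut at about 0.9% in these data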;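 also: 0% = DMSO-only wells and 100% = 3 µM delta7-dafachronic acid wells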
GC-A act: GC-A (human) enzyme activation | P16066 | HEK293 GC-A cells, cGMP TR-FRET, EC30 ANP; 0% at EC30 ANP, 100% saturating ANP | activation, % at 10 µM | 0.14% of 370,000 active; in the data active = activation above about 40%
GAA850 FXN act: increases GAA850 frataxin promoter reporter activity | HEK293 lucGAA850 FXN promoter luciferase reporter, 24 h; percent of 10 µM SAHA response | activation, % at 6 µM | 0.56% of 360,000 active;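 active = activation above the average of all compounds screened plus 3 SD, cutoff fixed separately per campaign, cut at about 7.5% in these data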;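 also: 0% = DMSO wells and 100% = 10 µM SAHA wells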
ADAM17 inh: inhibits human ADAM17; inhibition, % at 6.95 µM; AID 720648; P78536; 0.83% of 370,000 active; recombinant ADAM17, EDANS/DABCYL FRET peptide cleavage;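 active = inhibition above the mean of compounds lying between control limits plus 3 SD, set per campaign, cut at about 8.5% in these data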;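 also: 0% = DMSO-only wells as the low control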
Target sequence (P78536 215-824 limits assumed): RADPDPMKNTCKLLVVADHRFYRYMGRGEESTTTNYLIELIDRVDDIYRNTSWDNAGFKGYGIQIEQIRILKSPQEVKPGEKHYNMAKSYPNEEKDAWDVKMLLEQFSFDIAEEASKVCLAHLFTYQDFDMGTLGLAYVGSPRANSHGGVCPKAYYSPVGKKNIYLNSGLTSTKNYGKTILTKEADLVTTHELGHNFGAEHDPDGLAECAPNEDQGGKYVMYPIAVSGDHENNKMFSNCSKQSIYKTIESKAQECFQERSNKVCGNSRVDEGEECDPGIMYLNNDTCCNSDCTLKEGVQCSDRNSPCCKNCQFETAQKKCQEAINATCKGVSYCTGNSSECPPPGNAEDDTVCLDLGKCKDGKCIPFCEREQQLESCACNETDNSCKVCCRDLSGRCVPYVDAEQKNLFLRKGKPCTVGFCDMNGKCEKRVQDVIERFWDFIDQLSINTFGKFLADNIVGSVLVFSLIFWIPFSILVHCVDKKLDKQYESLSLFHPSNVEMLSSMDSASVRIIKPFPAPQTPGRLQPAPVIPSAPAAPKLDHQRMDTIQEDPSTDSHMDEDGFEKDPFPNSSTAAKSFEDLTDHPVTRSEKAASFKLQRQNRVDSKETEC
PG9 binder: PG9 antibody binding by small molecule | inhibition, % at 6.7 µM | TR-FRET gp120-PG9 antibody binding | AID 624416 | 0.43% of 360,000 active; in the data active = inhibition above about 8.5%
Active calls of the source: *; i = inactive; · = no result given.

SMILES | ADAM10 inh | DAX1 inh-1 | SMARCA2 activ | hcDAF12 agonist | DAX1 inh-2 | hgDAF-12 ag | ssDAF-12 act | GC-A act | GAA850 FXN act | ADAM17 inh | PG9 binder
Cc1ccccc1C(=O)NCCNC(=O)c1ccccn1 | -5 | -0.4 | -2 | -2.6 | 0.1 | -4.1 | -0.7 | 2 | 0.3 | 0 | -0.8
COc1ccc(-n2cnnc2SCC(=O)NC2CCCCC2)cc1 | -1 | -0.5 | 6 | -0.2 | -0.9 | 0.9 | -1.5 | -2 | 1.2 | 0 | -0.1
COc1ccc(CN2C(=NC(=O)C3CC3)SC3CS(=O)(=O)CC32)cc1 (stereo not given) | -4 | 0.0 | 2 | -1.3 | 0.9 | 0.9 | -0.7 | -10 | 3.3 | -2 | -1.6
Cn1ccc(=O)c2cc([N+](=O)[O-])ccc21 | -16 | 2.1 | -3 | -0.9 | 0.2 | 0.6 | -0.3 | 3 | 1.2 | -4 | -1.1
O=C(NC12CC3CC(CC(C3)C1)C2)C12CC3CC(C1)CC(n1cnc(Cl)n1)(C3)C2 | 2 | 0.5 | 0 | -0.7 | 0.2 | -0.4 | -1.4 | 1 | 0.6 | 4 | 0.7
CC(=O)Nc1ccc(C(=O)OCC(=O)N(c2ccccc2)C2CCS(=O)(=O)C2)cc1 (stereo not given) | -3 | 0.6 | 0 | -0.9 | -1.2 | 3.8 | -1.7 | 3 | 0.2 | -1 | 0.5
CC(C)C(=O)Nc1ccccc1C(=O)OCC(=O)c1ccc2c(c1)OCCO2 | 6 | -0.6 | 5 | 1.2 | -0.5 | 0.0 | -1.2 | -21 | 3.4 | 2 | -4.7
O=C(CN1CCCc2ccccc21)N/N=C/c1ccccc1O | -10 | 0.2 | -2 | 1.9 | -0.4 | -2.0 | -1.4 | 0 | -1.8 | -2 | -0.6
Cc1cccc(NC2=NC3(CCCCC3)N=C(N)N2)c1C | -2 | 1.4 | 1 | 0.3 | -0.4 | 1.7 | -1.0 | 5 | -1.8 | -9 | 2.7
CC(C)C(=O)N1CCCCCCN1C(=O)C(C)C | -5 | 4.4* | -8 | 7.8* | -0.9 | -1.3 | -0.4 | -2 | 1.4 | -6 | 2.0
CC1CCCC(NC(=O)CN2C(=O)NC(C)(c3cc(F)ccc3F)C2=O)C1C (stereo not given) | -2 | 0.7 | 1 | -1.4 | -1.2 | -1.4 | -1.3 | -1 | -1.6 | -3 | -1.1
COc1ccc(C2CC(c3ccccc3)=NN2C(=O)c2ccc(F)cc2)cc1 (stereo not given) | 6 | -0.8 | 0 | 0.2 | 0.7 | 2.9 | -1.0 | 3 | 0.3 | -3 | -1.0
CC[n+]1c(/C=C/Nc2ccccc2)oc2ccccc21 | -16 | -0.2 | -1 | 5.3 | -0.3 | 2.1 | -1.2 | -1 | 0.3 | -6 | -0.3
COC(=O)C1C(O)=C(C(C)=Nc2cccc3ccccc23)C(=O)CC1(C)C (stereo not given) | -45 | -0.1 | 1 | 0.6 | -0.3 | 1.1 | -1.0 | -4 | 0.1 | -17 | -1.6
C(=N\Nc1nc(N2CCCCC2)nc(N2CCCCC2)n1)/c1c[nH]c2ccccc12 | 12 | -1.4 | 2 | 3.5 | -0.8 | 2.3 | 1.1* | 0 | 2.2 | 3 | -0.4
CCN(CC)CC(=O)NCC1(c2ccccc2)CCOCC1 | -4 | 1.0 | -1 | -1.3 | -0.3 | -1.8 | -0.9 | 1 | -1.9 | 3 | 0.6
O=C(O)c1ccc(COc2ccc3ccccc3c2/C=C2/NC(=O)N(Cc3ccc(F)cc3)C2=O)cc1 | -10 | -1.1 | -3 | 1.0 | 1.4 | 1.2 | -1.4 | -9 | -1.8 | -1 | -2.3
Cc1cc(NC(=O)CCC(=O)N(CCC(C)C)C(C(=O)NC2CCCC2)c2ccccc2C)no1 (stereo not given) | 5 | -0.7 | -3 | -1.8 | 0.1 | -1.9 | -1.1 | -1 | 0.2 | -1 | 0.0
COc1ccc(CC(=O)Nc2ccc(C(=O)Nc3nccs3)cc2)cc1OC | -8 | 0.0 | -5 | -1.4 | -0.7 | -0.9 | -1.9 | 6 | 0.9 | -4 | -2.7
CC(=O)c1ccc(Nc2cc(C)nc3c(C)cc(C)cc23)cc1 | -11 | -1.7 | 4 | 0.7 | -1.2 | 1.1 | -1.1 | 15 | -3.1 | -6 | -0.4
C=CCN1[C@H](C)COc2cc(N3CCCC3)ccc2S1(=O)=O | -2 | · | 0 | 0.4 | -2.0 | -2.9 | -1.7 | -3 | · | -1 | ·
CC(=O)c1c(C)[nH]c(C(=O)CSc2nnc(-c3ccccc3)n2Cc2ccc3c(c2)OCO3)c1C | 3 | -0.9 | -2 | -0.9 | 0.7 | -0.8 | -0.8 | 9 | 1.5 | 0 | -0.2
CCOC(=O)Nc1ccc2c(c1)N(C(=O)CNC)c1ccccc1CC2 | 2 | 1.1 | -2 | -0.8 | -0.2 | 3.6 | -1.5 | -3 | -1.8 | 0 | 0.6
COc1cc(/C=N/O)cc(Br)c1OCc1ccc(Cl)cc1 | 21* | 2.1 | -3 | -2.7 | -1.1 | -1.4 | -0.8 | -7 | 1.6 | 8.9* | -0.4
C[C@@H]1CN([C@@H](C)CO)C(=O)c2c(c3ccccc3n2C)-c2ccccc2CO[C@H]1CN(C)S(=O)(=O)c1ccc(C#N)cc1 | 2 | 0.5 | -4 | -1.1 | -1.0 | -2.0 | -1.4 | -3 | 5.1 | 3 | -0.9
(continued)
SMILES | ADAM10 inh | DAX1 inh-1 | SMARCA2 activ | hcDAF12 agonist | DAX1 inh-2 | hgDAF-12 ag | ssDAF-12 act | GC-A act | GAA850 FXN act | ADAM17 inh | PG9 binder
O=C(CCc1c[nH]c2ccccc12)NCc1ccco1 | 2 | 0.1 | 1 | -0.2 | -0.6 | -1.8 | -0.7 | 2 | -0.9 | -1 | -0.9
N#Cc1c(Cn2cncn2)nc(=O)n(-c2ccc(Cl)cc2)c1N | -6 | 0.9 | 0 | -0.3 | 0.3 | -2.9 | -1.1 | -3 | 3.6 | -3 | -1.0
Cc1cc(S(=O)(=O)N2CCOCC2)ccc1OCC(=O)NCCCn1ccnc1 | -9 | 1.6 | -3 | -1.5 | 0.9 | -1.2 | -0.1 | 2 | 0.1 | -4 | -1.1
COc1ccc(C(=O)/C=C/c2ccc(N(C)C)cc2)c(OC)c1 | -4 | -0.6 | 0 | 4.4 | -0.5 | 1.8 | -1.7 | 9 | -0.8 | 1 | -2.5
CC(C)(C)NC(=O)CCC1COc2ccccc2O1 (stereo not given) | 2 | 0.1 | 4 | -0.2 | 0.2 | 1.2 | -1.3 | -2 | 3.2 | -1 | -3.2
CCOC(=O)C1=C(C(=O)OCC)C2N(Cc3ccccc3)c3ccccc3[C@@]23C[C@@H](C(=O)OC)N(S(=O)(=O)c2ccc(C(F)(F)F)cc2)C3=N1 (stereo not given in full) | -1 | · | 5 | 1.6 | 0.4 | 1.0 | -1.2 | -1 | · | 1 | -1.6
COc1ccc(OC)c(N=c2oc3cc(O)ccc3cc2C(N)=O)c1 | i | -0.4 | 4 | -1.2 | -0.7 | 1.4 | -1.5 | 56* | 0.1 | -414 | -0.9
CCOC(=O)c1c(C2CC2)csc1NC(=O)COC(=O)CCS(=O)(=O)c1ccc(C)cc1 | -2 | 2.4 | 5 | -2.0 | 0.0 | -1.9 | -1.1 | 3 | 2.0 | 0 | -2.1
CCOC(=O)Cc1csc(NC(=O)c2cc(C)cc(C)c2)n1 | -7 | 0.9 | -6 | -1.8 | -0.7 | 0.1 | -1.4 | 2 | 0.9 | -1 | -0.8
COC(=O)C1=C(C)N(CCCC(=O)O)C(=O)NC1c1ccc(C#N)cc1 (stereo not given) | 9 | 0.0 | 0 | -1.2 | 1.0 | 0.8 | -0.7 | 2 | 0.7 | -1 | 0.0
CCc1c(C)sc(NC(=O)C2CC(c3c(F)cccc3Cl)=NO2)c1C#N (stereo not given) | 6 | 1.3 | 0 | 0.7 | 0.4 | 1.8 | -0.9 | 1 | 1.3 | 0 | -0.9
O=C(c1ccc(Br)o1)N1CCN(C23CC4CC(CC(C4)C2)C3)CC1 | -3 | 0.5 | -3 | -1.3 | -1.3 | 1.0 | -0.8 | 2 | 1.8 | 0 | -0.3
CC(=O)c1cn(CC(=O)Nc2cccc(C)c2C)c2ccccc12 | 2 | -1.3 | -5 | -3.2 | -3.4 | -0.7 | -2.4 | 4 | -1.8 | -5 | -0.6
Cc1ccc(NC(=O)COc2ccccc2C(N)=O)cc1S(=O)(=O)N1CCCCCC1 | 0 | -3.2 | -5 | -5.0 | -5.2 | -7.1 | -2.1 | 1 | -3.6 | 1 | 0.7
COc1ccc(S(=O)(=O)c2ccccc2)cc1NC(=O)c1c(F)cccc1F | -5 | 0.3 | -3 | -1.5 | -0.2 | -3.0 | -1.7 | -1 | -0.7 | 2 | -1.7
CN(C1=C(N2CCCCC2)C(=O)c2ccccc2C1=O)c1ccccc1 | -1 | -0.5 | -6 | 0.1 | -1.4 | -3.7 | -0.7 | -19 | -1.5 | -2 | -5.2
O=C(CCN1C(=O)/C(=C/C=C/c2ccccc2)SC1=S)Nc1cccnc1 | 6 | 0.9 | -3 | 2.0 | 0.5 | 0.3 | -1.2 | -7 | -0.5 | -3 | -2.4
COc1ccc(Br)cc1/C=N/Nc1ccc(Cl)c(C(=O)O)c1 | -7 | 0.9 | -2 | -0.4 | 0.1 | 1.0 | -1.1 | 2 | 1.9 | -6 | 0.1
O=C(O)c1cnc(-c2ccccc2)nc1Sc1ccc(Cl)cc1Cl | -6 | -1.3 | 1 | -1.8 | 0.0 | -0.9 | -1.1 | -1 | -0.2 | -3 | 1.8
CC1(C)CC[C@]2(C(=O)O)CC[C@]3(CO)C(=CCC4[C@@]5(C)C[C@H](O)[C@H](O)[C@@](C)(C(=O)O)C5CC[C@]43C)[C@@H]2C1 (stereo not given in full) | 1 | 1.6 | 0 | -1.3 | 0.1 | -0.6 | -1.1 | 2 | -1.7 | -1 | -0.5
Cc1nc(NC(=O)c2ccccc2)sc1C | 5 | 2.7 | 8.2* | 3.4 | 2.5 | 14* | 1.0* | -2 | 4.8 | 5 | -0.7

Full records from above. Values in the order: ADAM10 inh | DAX1 inh-1 | SMARCA2 activ | hcDAF12 agonist | DAX1 inh-2 | hgDAF-12 ag | ssDAF-12 act | GC-A act | GAA850 FXN act | ADAM17 inh | PG9 binder
`CC(=O)c1cn(CC(=O)Nc2cccc(C)c2C)c2ccccc12` reads 2 | -1.3 | -5 | -3.2 | -3.4 | -0.7 | -2.4 | 4 | -1.8 | -5 | -0.6
`COc1ccc(OC)c(N=c2oc3cc(O)ccc3cc2C(N)=O)c1` reads i | -0.4 | 4 | -1.2 | -0.7 | 1.4 | -1.5 | 56* | 0.1 | -414 | -0.9
`CCOC(=O)c1c(C2CC2)csc1NC(=O)COC(=O)CCS(=O)(=O)c1ccc(C)cc1` reads -2 | 2.4 | 5 | -2.0 | 0.0 | -1.9 | -1.1 | 3 | 2.0 | 0 | -2.1

Source: PubChem
